Compound activity (PubChem BioAssay)
mIAP block: mouse IAP inhibition; purified mouse IAP, CDP-Star luminescence, 30 min; inhibition, % at 10 µM; 330,000 tested, 0.2% active; AID 2806;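 active = inhibition of at least 40% at 10 µM in the primary screen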;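 also: plate controls were DMSO with enzyme for no effect and no enzyme wells for full effect; values of inactives mirror those of a sister screen read the other way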
beta cell repl: MIN6 beta-cell proliferation induction; MIN6 cells proliferation, ATPlite luminescence, 48 h; cells starved in 0.2% serum; 100% = growth in 10% serum; proliferation, % at 10 µM; 330,000 tested, 0.29% active;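 active = compounds whose signal lies at least 3.5 SD above the mean of all wells on their plate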;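 also: 0% = DMSO-treated cells in low-serum medium and 100% = 10% serum control; some compounds called inactive have numbers as strong as hits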
APOBEC3G inh: inhibitors of human APOBEC3G DNA deaminase; inhibition, % at 20 µM; 330,000 tested, 0.28% active; AID 493012; recombinant A3G, ssDNA deamination FAM/TAMRA fluorescence;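 active = inhibition of at least 40% at 20 µM, with no more than 30% in the related APOBEC3A deaminase screen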;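 also: plate controls were DMSO wells with A3G for no effect and wells lacking A3G enzyme for full effect; some compounds called inactive have numbers as strong as hits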
Target sequence (Q9HC16 whole entry, looked up): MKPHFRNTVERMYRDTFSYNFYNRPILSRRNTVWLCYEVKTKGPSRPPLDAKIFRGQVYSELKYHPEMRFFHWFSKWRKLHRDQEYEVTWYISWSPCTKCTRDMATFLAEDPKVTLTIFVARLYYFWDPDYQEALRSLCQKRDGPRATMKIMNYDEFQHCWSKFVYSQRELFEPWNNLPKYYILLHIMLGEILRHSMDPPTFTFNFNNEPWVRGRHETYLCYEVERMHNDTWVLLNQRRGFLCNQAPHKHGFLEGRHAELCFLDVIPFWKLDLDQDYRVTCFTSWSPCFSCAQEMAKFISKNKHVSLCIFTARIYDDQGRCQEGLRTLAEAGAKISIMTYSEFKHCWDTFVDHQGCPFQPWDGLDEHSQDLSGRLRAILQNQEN
NR3A LBD binder: modulators (binders) of human NR3A ligand-binding domain; 340,000 tested, 2.5% active; NR3A LBD differential scanning fluorimetry, Tm shift; 0% = protein alone, 100% = glycine-bound protein; Tm shift relative to glycine control, % at 25 µM;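 active = melting temperature shift of at least 10% of the positive control shift, at one fixed dose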
hIAP activ: increases human intestinal alkaline phosphatase activity; P09923; purified human IAP, CDP-Star luminescence, 30 min; stronger effect = higher value; 1 = vehicle-only enzyme, 0 = enzyme-free background; 330,000 tested, 0.16% active; AID 2524; activation factor at 10 µM;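 active = activation factor of the enzyme at least 2-fold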; also: the source names both 10 and 20 µM as test concentration; values of inactives mirror those of a sister screen read the other way
Target sequence (P09923 whole entry, looked up): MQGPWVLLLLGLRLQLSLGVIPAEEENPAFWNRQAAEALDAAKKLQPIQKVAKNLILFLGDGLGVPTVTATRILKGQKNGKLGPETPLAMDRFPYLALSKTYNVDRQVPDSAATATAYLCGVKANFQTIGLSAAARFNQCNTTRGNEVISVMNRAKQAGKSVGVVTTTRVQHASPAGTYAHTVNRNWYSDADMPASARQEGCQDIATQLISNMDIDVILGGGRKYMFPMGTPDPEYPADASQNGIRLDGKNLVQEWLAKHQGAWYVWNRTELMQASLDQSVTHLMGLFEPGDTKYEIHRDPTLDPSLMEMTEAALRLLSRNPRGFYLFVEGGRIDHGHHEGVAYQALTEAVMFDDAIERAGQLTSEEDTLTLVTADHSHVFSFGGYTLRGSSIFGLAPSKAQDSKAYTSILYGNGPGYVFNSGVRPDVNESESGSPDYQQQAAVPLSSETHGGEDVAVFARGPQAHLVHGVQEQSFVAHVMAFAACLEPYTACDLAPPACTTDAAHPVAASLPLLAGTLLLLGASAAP
hIAP block: human IAP inhibition; inhibition, % at 10 µM; purified IAP, CDP-Star luminescence, 30 min; 330,000 tested, 0.12% active; P09923;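 active = inhibition reaching a set limit with compound at 10 µM in the primary screen, cut at about 35% in these data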;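 also: plate controls were DMSO wells with enzyme for no effect and no-enzyme buffer wells for full effect; values of inactives mirror those of a sister screen read the other way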
MPTP inh: inhibitors of mitochondrial permeability transition pore; 360,000 tested, 1.4% active; inhibition, % at 10 µM; isolated mouse mitochondria, Ca2+ swelling absorbance, 30 min; AID 602449;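 active = inhibition of 50% or more, scaled per plate between neutral and stimulator controls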;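 also: 0% = DMSO wells given calcium and 100% = 1 mM EGTA wells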
APOBEC3A inh: blocks human APOBEC3A ssDNA deamination. P31941. recombinant A3A, FAM/TAMRA ssDNA deamination fluorescence. inhibition, % at 20 µM. 330,000 tested, 0.41% active. AID 493011;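 active = at least 40% inhibition at 20 µM here, with at most 30% in a related deaminase screen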;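 also: plate controls were A3A with DMSO for no effect and wells lacking A3A enzyme for full effect; some results filed as inactive read as strong as hits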
mIAP activ: increases mouse intestinal alkaline phosphatase activity | muIAP, CDP-Star luminescence, 30 min; stronger effect = higher value; 1 = vehicle-only enzyme signal, 0 = enzyme-free wells | 330,000 tested, 0.24% active | AID 2805 | activation factor at 10 µM;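 active = activation factor of at least 2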; also: the source names both 10 and 20 µM as test concentration; values of inactives mirror those of a sister screen read the other way
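Assay system: mouse IAP enzyme; Reagent: CDP-Star chemiluminescent phosphatase substrate; Compound: DMSO-dissolved test compounds; Incubation: 30 min, room temperature; Technique: luminescence from enzymatic CDP-Star hydrolysis; Controls: DMSO-only wells and no-enzyme negative control.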
Active calls of the source: *; nt = not tested or not shown.

(1) CN(c1cccc2cccnc12)S(=O)(=O)c1ccccc1
(2) CCc1cc2c(=O)n(-c3ccccc3)c(=S)[nH]c2s1
(3) Cc1cccc(N(C(=O)CCC(=O)Nc2cc(C)on2)C(C(=O)NC2CCCC2)c2ccncc2)c1 (stereo not given)
(4) COc1ccc(-n2c(SCc3nnc(-c4ccccc4)o3)nnc2-c2ccccc2)cc1
(5) c1csc(-c2csc3ncnc(NCCCN4CCOCC4)c23)c1
(6) OCCN(Cc1ccccc1)Cc1ccc(F)c(F)c1
(7) CCN(CC)S(=O)(=O)c1cc([N+](=O)[O-])ccc1NNC(=O)Nc1ccc(Cl)c(Cl)c1
(8) NS(=O)(=O)c1ccc2ccccc2c1
Compound	1	2	3	4	5	6	7	8
mIAP block	-3	5	1	-6	-6	5	14	-4
beta cell repl	-4	0	0	-2	-4	-1	-3	-2
APOBEC3G inh	-1	-7	-2	-8	-6	-5	-2	-2
NR3A LBD binder	4	0	0	-4	0	10	18*	0
hIAP activ	1.1	0.9	1.1	1.1	1.1	0.98	0.9	1
hIAP block	-8	10	-10	-13	-6	2	10	-2
MPTP inh	0.1	-1.1	0.6	1.8	12	0.4	102*	-0.1
APOBEC3A inh	-2	-4	2	-8	-3	0	-1	-1
mIAP activ	1	0.95	0.99	1.1	1.1	0.95	0.86	1

(9) O=C(O)C1CCCCC1C(=O)Nc1ccc(OCc2ccccc2)cc1 (stereo not given)
(10) COc1ccc(C(=O)COc2ccccc2N2C(=O)C3C4C=CC(C4)C3C2=O)cc1 (stereo not given)
(11) COc1cccc(CNS(=O)(=O)c2cc3c(cc2Cl)NC(=O)CO3)c1
(12) Cc1ccc(N2C(=O)N(CC(=O)Nc3ccc(C)c(C)c3[N+](=O)[O-])C(=O)C2C)cc1 (stereo not given)
(13) COc1ccc(C2CC2/C(=N/OC(=O)c2cccs2)c2ccccc2)cc1 (stereo not given)
(14) Cc1csc(NC(=O)CSc2nnc(C)s2)n1
(15) O=C(COC(=O)c1ccc(O)cc1)Nc1cc(C(F)(F)F)ccc1N1CCOCC1
(16) Cc1ccc(N2C(S)=C(C#N)C(=O)NC23CCCCC3)cc1
Compound	9	10	11	12	13	14	15	16
mIAP block	0	8	12	-13	6	5	6	7
beta cell repl	2	-3	2	-4	-4	1	2	-1
APOBEC3G inh	-10	-4	-7	-6	-5	-2	1	-8
NR3A LBD binder	7	0	1	2	0	0	-2	0
hIAP activ	1.1	1.2	0.89	1.1	0.95	1.3	1	0.95
hIAP block	-6	-17	11	-5	5	-34	-5	5
MPTP inh	-1.6	-4.8	0.1	-3.6	0.4	-0.8	0.2	0.5
APOBEC3A inh	-5	-1	-3	-5	-3	-17	2	-3
mIAP activ	1	0.92	0.88	1.1	0.94	0.95	0.94	0.93

An excerpt of these results, with each value named:
11. COc1cccc(CNS(=O)(=O)c2cc3c(cc2Cl)NC(=O)CO3)c1
- mIAP block: 12
- beta cell repl: 2
- APOBEC3G inh: -7
- NR3A LBD binder: 1
- hIAP activ: 0.89
- hIAP block: 11
- MPTP inh: 0.1
- APOBEC3A inh: -3
- mIAP activ: 0.88

12. Cc1ccc(N2C(=O)N(CC(=O)Nc3ccc(C)c(C)c3[N+](=O)[O-])C(=O)C2C)cc1 (stereo not given)
- mIAP block: -13
- beta cell repl: -4
- APOBEC3G inh: -6
- NR3A LBD binder: 2
- hIAP activ: 1.1
- hIAP block: -5
- MPTP inh: -3.6
- APOBEC3A inh: -5
- mIAP activ: 1.1

Continuation.
(17) CC1CN(C(=S)Nc2ccccc2)N(c2ccccc2)C1 (stereo not given)
(18) O=C(NCc1cccs1)C1CCCN(S(=O)(=O)c2ccc3c(c2)OCO3)C1 (stereo not given)
(19) COC(=O)CSc1nnc(CNc2ccc(F)cc2)o1
(20) COc1cc(/C(C)=N/N2CCOCC2)cc(OC)c1OC
(21) CCSc1nnc(NC(=O)c2ccc(F)c(S(=O)(=O)N3CCOCC3)c2)s1
(22) Cc1n[nH]c(C)c1CS(=O)(=O)c1ccccc1
(23) COc1cccc(C(=O)NC(=S)Nc2ccc(N(C)C)cc2)c1
(24) COc1ccc(N2CCN(Cc3nc4ccsc4c(=O)[nH]3)CC2)cc1
Compound	17	18	19	20	21	22	23	24
mIAP block	-3	-10	8	-8	1	0	19	5
beta cell repl	-1	-2	-2	-2	-1	-3	-7	-2
APOBEC3G inh	-2	-2	-1	4	-1	-7	-7	-3
NR3A LBD binder	0	0	1	-1	-1	-3	-1	2
hIAP activ	1	1	0.97	0.93	1.1	0.95	0.9	0.95
hIAP block	-1	-2	3	7	-8	5	10	5
MPTP inh	1.2	-0.3	1.9	-0.7	0.4	1.4	1.9	1.0
APOBEC3A inh	3	1	3	-1	-4	-2	-2	1
mIAP activ	1	1.1	0.92	1.1	0.99	1	0.81	0.95

(25) Cc1cc(N/C=C/C(=O)c2ccc(Br)cc2)no1
(26) COc1cccc(NC(=O)c2c(F)cccc2F)c1
(27) Cc1ccc(-n2ncc3c2CC(C)(C)CC3NC(=O)c2ccc[n+]([O-])c2)cc1 (stereo not given)
(28) COCCNc1nc(C)cc(-c2cc(C(=O)NC3CCCC3)on2)n1
(29) C=CCSc1nc2c(cnn2-c2ccc(C)c(C)c2)c(=O)[nH]1
(30) COC(=O)NC1c2ccccc2Oc2ccc(C)cc21 (stereo not given)
(31) CN(Cc1c(C(=O)N2CCCCCCC2)nc2ccc(Cl)cn12)C1CCOC1 (stereo not given)
(32) CCn1c(=O)c2cc(C(=O)N3CCN(C)CC3)sc2c2ccccc21
Compound	25	26	27	28	29	30	31	32
mIAP block	5	-4	2	0	-3	5	8	-12
beta cell repl	-2	-5	-2	-4	3	3	3	2
APOBEC3G inh	-8	-7	-2	21	-5	-12	-3	-5
NR3A LBD binder	-22	0	0	0	-1	2	3	1
hIAP activ	0.99	0.93	0.86	1.1	0.94	0.97	1	0.9
hIAP block	1	7	14	-11	6	3	-2	10
MPTP inh	-0.5	-1.3	0.7	6.7	0.8	0.7	-0.8	-0.9
APOBEC3A inh	1	-2	0	5	-3	-4	1	0
mIAP activ	0.95	1	0.98	1	1	0.95	0.92	1.1

(33) Cn1cnnc1SCC(=O)Nc1ccccc1
(34) CC(CN1CCOCC1)OC(=O)c1cccs1 (stereo not given)
(35) CC(=O)Nc1c(C(=O)N2CCOCC2)sc2nc3c(cc12)COC(C)(C)C3
(36) COC(=O)c1ccc(S(=O)(=O)NCc2ccc(OC)cc2)n1C
(37) Cc1ccc([C@@H]2CC=C(C(=O)O)[C@H](c3ccc(F)cc3)N2S(=O)(=O)c2ccc(C)cc2)cc1
(38) COc1ccc(OC)c(NC(=O)C2C3CC4OC(=O)C2C4C3)c1 (stereo not given)
(39) Cc1cccc(C(=O)N[C@H](C(=O)NCc2cccs2)C(C)C)c1
(40) O=C(CCc1c[nH]c2ccccc12)N1CCN(S(=O)(=O)c2ccccc2)CC1
Compound	33	34	35	36	37	38	39	40
mIAP block	4	-6	-2	-9	4	3	0	6
beta cell repl	0	-2	-1	0	-5	0	-2	3
APOBEC3G inh	-2	-2	-5	2	-11	-1	-1	-11
NR3A LBD binder	-1	-1	-17	1	-4	-16	0	-2
hIAP activ	0.97	0.99	1	1.4	1.1	1.1	1.1	1.1
hIAP block	3	1	-5	-42	-11	-11	-11	-13
MPTP inh	-1.8	6.4	-0.4	4.7	-2.0	1.6	0.0	-1.1
APOBEC3A inh	2	4	1	4	-3	-2	0	-2
mIAP activ	0.96	1.1	1	1.1	0.96	0.97	1	0.94

(41) COc1ccc(N2CCN(CCNC(=O)c3c(C)cc(=O)oc3C)CC2)cc1
(42) Cc1c(/C=N\NC(=O)c2cc3ccccc3o2)c2ccccc2n1C
(43) CCCOC(=O)c1ccc(-c2ccc(C=O)o2)cc1
(44) O=C(NCCN1CCCCCC1)C1CCCN1S(=O)(=O)c1cccc2nsnc12 (stereo not given)
(45) CC(C)(C)C1CCC(C(=O)NCC(c2cccs2)N2CCOCC2)CC1 (stereo not given)
(46) CN(C)c1c(F)cc(C(=O)NCc2ccccc2)cc1F
(47) CCN(CC)C(=O)CSc1nnc([C@@H](NC(=O)OC(C)(C)C)C(C)C)o1
(48) CCC(=O)N1C(=O)C2(Nc3ccccc3N2)c2ccccc21
Compound	41	42	43	44	45	46	47	48
mIAP block	-10	-1	6	-10	2	-2	3	4
beta cell repl	-1	-4	0	-1	-2	2	0	-1
APOBEC3G inh	-4	-3	-6	3	-9	-11	-5	-11
NR3A LBD binder	2	3	6	3	0	1	2	nt
hIAP activ	0.97	0.94	0.91	1	0.97	0.97	0.97	1.1
hIAP block	3	6	9	-1	2	3	2	-6
MPTP inh	-1.3	0.1	-1.5	0.3	-0.3	0.5	-1.1	nt
APOBEC3A inh	-5	-2	0	6	-4	-2	-1	4
mIAP activ	1.1	1	0.94	1.1	0.98	1	0.97	0.96

(49) C[N+]12CCCCC1[C@@H](CO)CCC2 (stereo not given in full)
(50) COCCN(CC(=O)Nc1cccc(C)c1C)C(=O)Cc1ccsc1
(51) Cc1cc(C)c2c(=O)[nH]n(C3CC(C)N(C)CC3C)c2n1 (stereo not given)
(52) COc1cc(/C=C/C(=O)NCc2nc3ccccc3[nH]2)cc(OC)c1OC
(53) CC(C)(C)Nc1nc(Cl)nc(NC2CCCCC2)n1
(54) Cc1nnc(Sc2c(N)n(C)c(=O)[nH]c2=O)s1
(55) CC1CCN(C(=O)CSc2nc(C3CC3)nc3ccccc23)CC1
(56) CCOC(=O)Cn1nc(Cc2ccccc2)c2ccccc2c1=O
Compound	49	50	51	52	53	54	55	56
mIAP block	-10	-9	5	4	2	1	-9	-1
beta cell repl	-2	2	0	-3	-3	-1	5	-2
APOBEC3G inh	22	-6	-1	-3	6	1	0	2
NR3A LBD binder	-2	0	-1	-1	0	-4	-4	-1
hIAP activ	1.1	1	1	1.1	1.1	0.78	0.74	1
hIAP block	-10	0	-4	-7	-14	22	26	-3
MPTP inh	1.3	0.3	1.8	0.2	-0.5	0.0	1.4	0.8
APOBEC3A inh	56*	3	0	7	-2	-2	3	4
mIAP activ	1.1	1.1	0.95	0.96	0.98	0.99	1.1	1

(57) Nc1nc2c(s1)C(=O)CC(c1ccccc1)C2 (stereo not given)
(58) Cc1ccc(CNC(=O)CCNC(=O)Cn2ccc3ccccc3c2=O)o1
(59) CN(c1ccccc1)S(=O)(=O)c1cc(C(=O)NCCCn2ccnc2)ccc1Cl
(60) O=C(Cn1nc(-c2ccccc2)c2ccccc2c1=O)NN1CCOCC1
(61) CC(CN1C(C)CCCC1C)OC(=O)c1cccc(Br)c1 (stereo not given)
(62) CC1CCN(S(=O)(=O)c2ccc(S(=O)(=O)N3CCC4(CC3)OCCO4)cc2)CC1
(63) CCOC(=O)C1CCCN(C(=O)c2sc3nc(C)nc(N(CC)CC)c3c2C)C1 (stereo not given)
(64) Cn1c(=O)c(=O)n(C)c2cc(S(=O)(=O)NCc3ccc(Cl)cc3)ccc21
Compound	57	58	59	60	61	62	63	64
mIAP block	10	-8	0	5	4	4	6	1
beta cell repl	-1	0	7	4	-2	2	1	-2
APOBEC3G inh	0	0	-1	1	-5	0	-4	-9
NR3A LBD binder	0	1	-1	0	0	-4	-3	0
hIAP activ	1	1.1	1.2	0.82	1	0.98	1.1	0.9
hIAP block	-2	-11	-17	18	-4	2	-5	10
MPTP inh	-3.2	2.8	1.8	2.5	0.9	3.5	-2.7	-1.7
APOBEC3A inh	-1	-1	30	-3	0	10	-1	-1
mIAP activ	0.9	1.1	1	0.95	0.96	0.96	0.94	0.99
